# Source: PubChem (National Center for Advancing Translational Sciences (NCATS))
# CBFb-RUNX1 inh: qHTS Assay for Compounds Blocking the Interaction Between CBF-beta and RUNX1 for the Treatment of Acute Myeloid Leukemia. Potency, µM (top dose mostly 59.8 µM), for inactives: at the highest dose activity, negative = inhibition, usual class: inhibitors. AlphaScreen CBFb-His/RUNX1-biotin binding, biochemical. Runt-related transcription factor 1 (Homo sapiens) + Core-binding factor subunit beta …. 230,000 tested, under 10 active; note: % of control where 0% means no effect
# Target sequence (Q01196 whole entry, looked up): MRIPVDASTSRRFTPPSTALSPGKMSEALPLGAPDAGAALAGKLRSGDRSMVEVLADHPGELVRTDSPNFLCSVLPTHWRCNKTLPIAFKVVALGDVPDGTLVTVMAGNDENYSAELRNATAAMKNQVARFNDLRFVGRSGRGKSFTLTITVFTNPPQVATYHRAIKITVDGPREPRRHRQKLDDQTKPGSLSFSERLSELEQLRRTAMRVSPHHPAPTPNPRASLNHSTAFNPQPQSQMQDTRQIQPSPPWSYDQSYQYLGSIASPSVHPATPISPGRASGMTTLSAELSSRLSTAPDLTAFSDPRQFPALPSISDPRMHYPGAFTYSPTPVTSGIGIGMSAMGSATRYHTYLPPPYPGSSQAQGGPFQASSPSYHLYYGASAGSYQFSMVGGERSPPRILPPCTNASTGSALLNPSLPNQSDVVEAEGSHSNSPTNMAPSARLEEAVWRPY
# Target sequence (Q13951 whole entry, looked up): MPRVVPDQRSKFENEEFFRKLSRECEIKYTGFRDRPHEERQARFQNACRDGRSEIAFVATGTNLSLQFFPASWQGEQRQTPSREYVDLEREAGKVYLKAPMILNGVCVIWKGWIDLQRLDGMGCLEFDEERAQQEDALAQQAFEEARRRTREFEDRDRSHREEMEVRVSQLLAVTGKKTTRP
#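 Room-temperature protein-protein interaction test with 30 nM each of His-tagged CBF-beta and biotinylated RUNX1, 15 min with compound, then 90 min with nickel plus streptavidin beads. Signal read in AlphaScreen mode.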
# aGlu spleen mod: qHTS Assay for Inhibitors and Activators of Human alpha-Glucosidase From Spleen Homogenate | human spleen homogenate, 4-MU-alpha-glucoside fluorescence | 0.006% of 240,000 active | AID 2112, 2009 | Potency, µM (highest dose often 79.9 µM), for inactives: at the top dose activity change, negative = inhibition, most hits filed as inhibitors | Lysosomal alpha-glucosidase (Homo sapiens), P10253;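 note: potency is the fitted concentration of half-maximal effect; 0% = enzyme with vehicle and -100% = no enzyme basal signal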
#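 Human spleen homogenate (1 ug) incubated with compounds and 1 mM 4-methylumbelliferyl-alpha-D-glucopyranoside in pH 5.0 citrate/phosphate buffer, 37 C, 40 min. Stopped at pH 10; 4-MU fluorescence (Ex 365/Em 440 nm); AC50 by Hill fit.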
# HTT cytoprotect: qHTS Multiplex Assay to Identify Dual Action Probes in a Cell Model of Huntington: Cytoprotection (ATP); AID 1471, 2008; PC12 HTT-Q103 induced, cytoprotection, ATP luminescence, 40 h; 0.14% of 230,000 active; Potency, µM (doses to about 56.4 µM), without a hit: cytoprotection (ATP increase), usual class: activators;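 note: potency is the fitted concentration of half-maximal effect; % of control where 0% means no effect; nearly all actives have a fitted effect of over 45% in size; toxic huntingtin expression switched on by the ecdysone agonist tebufenozide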
#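 Rat PC12, Q103 Htt exon1-GFP fusion, ecdysone promoter; tebufenozide inducer 100 nM final; compound titration; qHTS, 1500 cells/well; ATPlite luminescent read.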
# GAA glycogen mod: qHTS Assay for Inhibitors and Activators of Human alpha-Glucosidase Cleavage of Glycogen; Lysosomal alpha-glucosidase (Homo sapiens), P10253; recombinant GAA, glycogen substrate, Amplex Red glucose oxidase fluorescence; Potency, µM (doses to about 76.4 µM), for the others: at the highest dose activity change, negative = inhibition, most hits filed as inhibitors; 0.38% of 300,000 active;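 note: potency is the fitted concentration of half-maximal effect; 0% = full enzyme reaction and -100% = no-enzyme basal signal; the screen sought inhibitors and activators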
#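 Recombinant human alpha-glucosidase (4 nM final) hydrolysed bovine liver glycogen (30 ug) for 40 min at 37 C in pH 5.0 citrate/phosphate with 0.01% Tween-20. Released glucose detected by glucose oxidase/Amplex Red, Ex 573/Em 610 nm. Compounds up to 77 uM; AC50 from Hill fits.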
# Lamin A splicing: qHTS Assay for Modulators of Lamin A Splicing. HeLa LMNA splicing GFP/RFP minigene ratio, 48 h. Potency, µM (series often up to 46.1 µM), without a hit: at the highest dose ratio change, negative = inhibition, most hits filed as inhibitors. 0.01% of 200,000 active. AID 1487, 2009; active = well fitted inhibition curve with a large enough effect in the signal ratio, with a control signal flat, not every such curve was filed as active; inconclusive = small, poorly fitted or top-dose-only effect, or effect the other way, or a change in a side signal; the % refers to the signal ratio; note: potency is the fitted concentration of half-maximal effect; % is set by controls: 0 for no effect and ±100 for the full control effect
#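 S3 HeLa stable clones carrying a lamin A-EGFP splicing minigene plus DsRed2 were seeded at 600 cells/well in Opti-MEM with 2% FBS, pin-dosed and incubated 48 h at 37°C. Acumen cytometry (488 nm) gave the GFP/RFP total-intensity ratio.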
# HttQ103 aggreg: qHTS Multiplex Assay to Identify Dual Action Probes in a Cell Model of Huntington: Aggregate Formation (GFP). AID 1688, 2009. 1.1% of 220,000 active. PC12 HttQ103-GFP aggregates, Acumen cytometry, 40 h. Potency, µM (top dose mostly 46.1 µM), for inactives: at the top dose activity change, negative = inhibition, usual class: inhibitors; note: potency is the fitted concentration of half-maximal effect; % is set by controls: 0 for no effect and ±100 for the full control effect; nearly all actives have a fitted effect of over 60% in size
#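 Aggregates are detected as GFP objects 1–25 µm with signal 6 STDEV over background in lysates of induced PC12 cells. These carry Huntingtin exon 1 with 103 glutamines fused to GFP under an ecdysone promoter; compounds titrated.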
# GAA inh: qHTS Assay for Inhibitors of Human alpha-Glucosidase as a Potential Chaperone Treatment of Pompe Disease. Lysosomal alpha-glucosidase (Homo sapiens), P10253. purified human GAA, 4-MU-alpha-glucoside fluorescence. Potency, µM (series often up to 76.9 µM), without a hit: at the top dose activity change, negative = inhibition, hits mostly inhibitors. 0.005% of 200,000 active. AID 1466, 2008;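 note: potency is the fitted concentration of half-maximal effect; plate controls were uninhibited enzyme wells for no effect and no-enzyme background for full effect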
#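 Fluorescence at Ex 365/Em 440 nm from 4-methylumbelliferone reported enzyme activity after 20 min at room temperature. Reactions used 4 nM enzyme and 400 uM substrate at pH 5.0; curves fitted with the Hill equation.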
# Numbers without * were called inactive; ? = inconclusive; / = not tested or not shown; [ ] = dose if it differs, or a comment. Unless noted, calls come from the whole dose curve; as a rule, active = well fitted curve in the direction sought with a large enough effect; inconclusive = small, poorly fitted or top-dose-only effect, or another doubt; inactive = no such curve, though single readings can be large; an effect the other way counts as inactive or inconclusive.
SMILES,CBFb-RUNX1 inh,aGlu spleen mod,HTT cytoprotect,GAA glycogen mod,Lamin A splicing,HttQ103 aggreg,GAA inh
O=C(c1cccnc1)N1C2CCC1CC(O)(c1ccc(F)cc1)C2 (centres undefined),0%,-3%,6%,8%,3%,4%,-3%
Cc1cc(S(=O)(=O)N2CC(=O)N(CCc3ccccc3)C(=O)C2)ccc1F,-1%,-1%,-37%,9%,8%,-8%,3%
CC12CCC(C(=O)N(NC(=O)c3cc(Cl)ccc3O)C1=O)C2(C)C (centres undefined),5%,6%,14%,1%,12%,25%,12%
O=C(Nc1ccc(F)cc1)Oc1ccccc1N1CCOCC1,-2%,-3%,19%[10 µM],?,/,-5%[9.22 µM],4%[15.4 µM]
CCOC(=O)c1sc(NC(=O)C(CC)Sc2nccn2C)nc1C (centres undefined),-7%,-4%,-3%[10 µM],1%,6%,-5%,-8%
COC(=O)c1[nH]c2cccc(OC)c2c1NC(=O)CN1CCN(c2cccc(OC)c2)C(C)C1 (centres undefined),-6%,-1%,-37%[10 µM],0%,-12%,23%,4%
O=C(Nc1ccccc1)N1CCN(Cc2ccc3c(c2)OCO3)CC1,1%,8%,-14%,-33%,-1%,28%,3%
COCCn1c(SCC(=O)NC(=O)NCc2ccccc2)nc2ccccc21,0%,-15%,-1%,3%,-5%,-23%,-8%
CCc1ccccc1NC(=O)Cn1nnc(C(=O)NCc2cccs2)c1N,-8%,-4%,/,4%,/,22%,-1%
COc1ccccc1N1C(=O)CC(Sc2n[nH]c(-c3cccc(C)c3)n2)C1=O (centres undefined),2%,6%,6%[10 µM],0%,0%,?,-5%
CC(C)OC(=O)c1cc(C(=O)c2cc(Cl)ccc2O)coc1=N,-6%,9%,-10%,-3%,-13%[46 µM],8%,5%
Cc1nnc(Oc2ccccc2)c2ccccc12,-1%,2%,-15%,-1%,7%,-15%,-11%
O=C1N(Cc2cccnc2)C[C@@H]2C[C@@H](c3ccc4nonc4c3)N3CCC[C@@]123,-5%,7%,0%[10 µM],18%,-13%[46 µM],-8%[9.22 µM],?
Cc1ccc(-n2c(-c3cc(C)n(C)n3)n[nH]c2=S)cc1,-3%,-13%,6%,-16%,-1%,22%,16%
COC(=O)c1sc(=S)n(-c2cc(F)ccc2F)c1N,-2%,-13%,-12%[0.074 µM],-10%,8%[0.0737 µM],5%,2%
Cc1ccc(NNC(=O)C(O)(c2cccc(C(F)(F)F)c2)c2cccc(C(F)(F)F)c2)cc1,1%,3%,/,-1%,?,?,?
O=C(Nc1cc(Oc2ccccc2)cc([N+](=O)[O-])c1)C12CC3CC(C1)CC(n1cnc(Cl)n1)(C3)C2,10%,-3%,-48%[inhibitor],-12%,11%,-8%,-4%
CC(=O)c1cccc(NC(=O)N2CCN(S(C)(=O)=O)CC2)c1,1%,-7%,-5%[0.074 µM],5%,8%,-21%,4%
Cc1ccc(Cc2cnc(NC(=O)c3cccs3)s2)cc1,-1%,-12%,-44%[inhibitor],4%,-3%,6%,-5%
NC(=O)c1ccc(-n2nc(C(F)(F)F)c3c2CCCC3)cc1,6%,-1%,?,-2%,-15%,-1%,3%

# Reprinted at random: 4 entries already listed
SMILES,CBFb-RUNX1 inh,aGlu spleen mod,HTT cytoprotect,GAA glycogen mod,Lamin A splicing,HttQ103 aggreg,GAA inh
CC(C)OC(=O)c1cc(C(=O)c2cc(Cl)ccc2O)coc1=N,-6%,9%,-10%,-3%,-13%[46 µM],8%,5%
Cc1ccc(Cc2cnc(NC(=O)c3cccs3)s2)cc1,-1%,-12%,-44%[inhibitor],4%,-3%,6%,-5%
Cc1ccc(NNC(=O)C(O)(c2cccc(C(F)(F)F)c2)c2cccc(C(F)(F)F)c2)cc1,1%,3%,/,-1%,?,?,?
NC(=O)c1ccc(-n2nc(C(F)(F)F)c3c2CCCC3)cc1,6%,-1%,?,-2%,-15%,-1%,3%

# More entries:
SMILES,CBFb-RUNX1 inh,aGlu spleen mod,HTT cytoprotect,GAA glycogen mod,Lamin A splicing,HttQ103 aggreg,GAA inh
O=C(c1cccc(C(F)(F)F)c1)C1CCCN(C(=O)CCCN2CCCC2=O)C1 (centres undefined),3%,7%,14%[10 µM],19%,24%[46 µM],-9%[9.22 µM],15%
COc1cc(C2Nc3c(F)cccc3C3C=CCC32)cc(Br)c1OC (centres undefined),?,1%,?,-14%,39%[46 µM],?,11%
COC(=O)CN(c1cc(C(F)(F)F)ccc1Cl)S(C)(=O)=O,1%,-5%,-48%[inhibitor],-6%,5%,5%,0%
COC(=O)c1ccc(C(=O)OC)c(NC(=O)CSCc2ccc(Cl)cc2)c1,7%,10%,-17%,2%,?,-2%,0%
CCOCCCNC(=O)C1CCC(CNS(=O)(=O)c2ccc(OC)cc2)CC1 (centres undefined),-2%,-10%,-31%[inhibitor],8%,/,-3%,-3%
C/C(=N/NC(=O)CNC(=O)CCc1ccccc1)c1ccc(Cl)cc1,1%,9%,-32%[10 µM],-1%,/,-9%[9.22 µM],/
O=C(/C=C/c1ccccc1)N1CCN(Cc2nc3ccccc3c(=O)[nH]2)CC1,3%,-4%,-37%,1%,-7%,-14%,-9%
COc1ccc(-c2nc(N)c(C#N)c(-c3cccnc3)c2C)cc1,4%,0%,36%[10 µM],11%,/,13%[9.22 µM],/
O=C1S/C(=C\c2ccc(N3CCOCC3)o2)C(=O)N1Cc1c(F)cccc1Cl,-9%,2%,-34%,1%,?,21%,-8%
COc1ccc(CNS(=O)(=O)c2ccc(F)c(C(=O)Nc3ccccc3OC)c2)cc1,3%,-2%,-30%,5%,/,?,-4%
COC(=O)Cn1c(=O)c2c(nc(Br)n2CC(=O)OC)n(C)c1=O,5%,0%,6%[0.074 µM],2%,22%,-9%,2%
Cc1cccc(NC(=O)CSc2nnc(CNC(=O)c3ccc(S(=O)(=O)N(C)C)cc3)n2-c2ccc(F)cc2)c1,-5%,-7%,32%[10 µM],-5%,0%,8%,?
CC(C)(C)c1ccc(C(=O)Nc2ccc(NC(=O)c3ccco3)cc2)cc1,1%,-7%,0%,5%,13%,4%,4%
O=C(N=C1c2ccccc2CN1c1ccc(F)c(F)c1)c1cccnc1,-22%,-6%,-25%,0%,-3%[46 µM],5%,10%
CC(C)COc1ccc(Cc2cnc(N)nc2N)cc1,-5%,-3%,?,1%,?,-19%,-1%[15.4 µM]
CC1(C(=O)N2CC3(CC(c4ccccc4)=NO3)C[C@H]2C(=O)NCC(N)=O)CC1 (some centres undefined),-1%,-2%,2%,1%,5%,23%,-13%
COC(=O)c1c(NC(=O)Cc2ccccc2)sc2c1C(C(=O)OC)CC2 (centres undefined),17%,-2%,-11%[10 µM],-13%,/,?,-12%
COc1cc(NC(=O)c2ccc(F)cc2)c(OC)cc1NC(=O)CN1CCOCC1,-1%,0%,-4%[10 µM],2%,2%[46 µM],-14%[9.22 µM],?
N#Cc1ccc(-c2nc3cc(C#N)c(C#N)cc3nc2-c2ccccc2)cc1C#N,-9%,-4%,2.8µM*,1%,/,?,3%
COc1ccc2c(c1)OC13CCN(C)CC1C2C(C(=O)c1ccc(F)cc1)C(=O)N3 (centres undefined),12%[2.36 µM],1%,-6%,-20%,2%,9%,-1%
COc1ccc(-c2[nH]ncc2CN(C)Cc2cc(C)[nH]n2)c(F)c1,-3%,0%,-3%[10 µM],17%,-4%[46 µM],-1%[9.22 µM],5%
Cc1ccsc1C(=O)Nc1cc(C(C)(C)C)nn1-c1ccccc1,9%,-7%,-10%,-2%,-4%,-9%,-34%
CCOC(=O)CN1CC23C=CC(O2)C(C(=O)NC2CCCCCC2)C3C1=O (centres undefined),-2%,1%,10%,-5%,9%,-8%,4%[15.4 µM]
CCn1c(CC(=O)Nc2ccccc2F)nnc1SCC(=O)N1CCN(c2ccccc2)CC1,-4%,1%,-2%,9%,7%,-3%,-3%
C=CCNC(=O)/C(C#N)=C\c1cc(Cl)c(O)c(OCC)c1,1%,-12%,-5%[10 µM],13%,?,-12%,-9%
CCOC(=O)c1cc(-c2ccc(F)cc2)n(CC(=O)N2CCCC2)c1C,4%,1%,17%[10 µM],-6%,-16%,-12%,-3%
O=c1c2ccccc2[nH]c(=S)n1CCN1CCN(Cc2ccccc2)CC1,17%,2%,19%[10 µM],-7%,-11%,18%,-2%
O=C(NCc1ccccc1Cl)c1cccc(C(F)(F)F)c1,17%,-6%,-2%[10 µM],-14%,-9%,5%,0%
Cc1ccc(NC(=S)N2CCCC(CO)C2)c(C)c1 (centres undefined),4%,1%,18%[10 µM],-1%,/,-6%[9.22 µM],/
CCS(=O)(=O)n1nc(-c2ccccc2)nc1SCc1ccccc1,?,-4%,-54%[inhibitor],-8%,11%,?,-4%
O=[N+]([O-])c1ccc(Sc2nccn2Cc2ccccc2)cc1,-4%,0%,-2%,2%,12%,-18%,-14%
O=C(c1ccc(F)cc1)N1CCC(N2CCCCCC2)CC1,12%,-2%,18%,9%,0%,-12%,-11%
CC(=O)COc1ccc2c(-c3ccccc3)cc(=O)oc2c1,0%,1%,-21%[10 µM],3%,-2%,3%,3%
CCOc1ccc(NC(=S)NC(=O)/C=C/c2ccc(OC)cc2)c([N+](=O)[O-])c1,7%,-2%,-20%[10 µM],-5%,-13%,-3%,1%
CCCCCCc1c(O)nc(SCC(=O)O)[nH]c1=O,11%,2%,-6%,-8%,-1%,-7%,-11%
COc1ccc(C2=NN(C(=O)CCCC(=O)O)C(c3cn(-c4ccccc4)nc3-c3ccccc3)C2)cc1 (centres undefined),-6%,6%,-5%[10 µM],3%,/,9%[9.22 µM],/
